ERG-DNA inh: blocks human ERG Ets domain binding to DNA. P11308. fluorescence polarization, His-ERG Ets domain / labelled DNA. Potency, µM (titrated, usually from 76.9 µM), for inactives: top-dose FP activity, negative = inhibition, actives largely listed as inhibitors. 0.028% of 370,000 active; active means well fitted inhibition curve with a large enough effect in the polarisation, with a control signal flat; inconclusive means small, poorly fitted or top-dose-only effect, or effect the other way, or a change in a side signal; inactive means no such curve, though single readings can be large or run the other way; the % refers to the polarisation;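 further: polarization taken with two DNA probes labelled with fluorescein and Texas red; potency means the concentration at half of the fitted maximal effect; % of control where 0% means no effect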
Target sequence (P11308 whole entry, looked up, the tested form may be a part): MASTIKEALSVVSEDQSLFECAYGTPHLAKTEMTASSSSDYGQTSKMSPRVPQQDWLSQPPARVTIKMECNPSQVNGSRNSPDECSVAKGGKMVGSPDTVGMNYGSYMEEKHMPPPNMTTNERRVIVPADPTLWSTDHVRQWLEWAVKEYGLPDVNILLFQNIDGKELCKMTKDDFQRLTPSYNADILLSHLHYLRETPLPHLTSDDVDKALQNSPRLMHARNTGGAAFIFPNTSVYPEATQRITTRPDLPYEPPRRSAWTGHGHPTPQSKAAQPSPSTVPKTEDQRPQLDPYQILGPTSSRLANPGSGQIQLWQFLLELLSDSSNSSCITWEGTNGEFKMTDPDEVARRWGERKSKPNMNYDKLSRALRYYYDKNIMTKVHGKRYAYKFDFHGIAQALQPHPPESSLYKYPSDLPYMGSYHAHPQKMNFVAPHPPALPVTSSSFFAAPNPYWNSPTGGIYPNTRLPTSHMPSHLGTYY
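His-tagged ERG Ets domain (1 uM in the protein solution; 300mM KCl, 50mM Tris-HCl, 1mM EDTA, 1mM DTT, pH 7.5) received compound, then a probe mix of 5 nM fluorescein-DNA and 100nM Texas-615-DNA. Fluorescence polarization was read for both dyes.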
PGK inhibitor: blocks T. brucei phosphoglycerate kinase | P07378 | PGK/GAPDH coupled, Kinase-Glo luminescence, 60 min | Potency, µM (highest dose often 57.5 µM), inactives show at the top dose activity change, negative = inhibition, hits mostly inhibitors | 0.043% of 380,000 active; further: potency means the concentration at half of the fitted maximal effect; on the % scale 0 is the no-effect control and ±100 the full control effect; nearly all actives have a fitted effect of over 60% in size
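Recombinant glycosomal PGK reaction used 1,3-bisphosphoglycerate generated in-well by GAPDH (100nM final) in 100mM TEA pH 7.6, 5mM MgCl2, 0.01% Tween-20. After 60 minutes at room temperature, ATP was read by Kinase-Glo Plus luminescence end-point.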
G9a inh: blocks human histone lysine methyltransferase G9a | G9a H3K9 monomethylation, AlphaScreen, 2 h | Potency, µM (doses to about 102 µM), for the others: at the highest dose activity, negative = inhibition, most hits filed as inhibitors | 8.8% of 350,000 active; further: potency means the concentration at half of the fitted maximal effect; on the % scale 0 is the no-effect control and ±100 the full control effect; nearly all actives have a fitted effect of over 75% in size
Target sequence (Q96KQ7 913-1193 limits assumed): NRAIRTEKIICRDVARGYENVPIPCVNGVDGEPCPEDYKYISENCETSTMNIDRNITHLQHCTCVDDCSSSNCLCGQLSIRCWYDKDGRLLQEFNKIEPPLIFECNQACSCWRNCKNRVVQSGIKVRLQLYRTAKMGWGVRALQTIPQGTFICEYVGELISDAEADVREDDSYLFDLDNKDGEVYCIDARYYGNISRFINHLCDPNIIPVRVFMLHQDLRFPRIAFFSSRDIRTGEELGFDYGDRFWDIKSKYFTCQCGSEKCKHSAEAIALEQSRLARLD
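AlphaScreen detection with an anti-monomethyl H3K9 antibody quantified product after a 2 h room-temperature reaction containing 500 nM biotinylated H3K9 peptide, 20 µM SAM and 20 nM enzyme, which had been preincubated 15 min with compound.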
Pin1 inhibitor: inhibitors of human Pin1; 0.009% of 390,000 active; Q13526; Pin1 FP peptide displacement, HiFluor488, 10 min; Potency, µM (top dose mostly 115 µM), inactives show top-dose activity, negative = inhibition, hits mostly inhibitors; active means well fitted inhibition curve with a large enough effect in the polarisation, with a control signal flat, not every such curve was filed as active; inconclusive means small, poorly fitted or top-dose-only effect, or effect the other way, or a change in a side signal; inactive means no such curve, though single readings can be large or run the other way; the % refers to the polarisation; further: potency means the concentration at half of the fitted maximal effect; on the % scale 0 is the no-effect control and ±100 the full control effect
PI4K2A inh: inhibitors of human PI4K2A; 0.13% of 420,000 active; Q9BTU6; activity change, negative = inhibition, % at 76.9 µM; purified PI4K2A, ADP-Glo luminescence, 1 h; stronger effect = lower value; in the data active means activity change below about -50%; inconclusive means mostly about -30% to -49%;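 further: -100% = wells without enzyme as full effect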
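In this quantitative HTS, ADP production by PI4K2A was quantified luminescently after 1 h at ambient temperature; 100 microM adenosine served as plate-quality control.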
HP1b binding inh: inhibitors of HP1-beta chromodomain binding to methylated histone tails; P83916; AlphaScreen HP1-beta / biotin-H3K9me3 peptide binding; Potency, µM (highest dose often 114 µM), without a hit: at the top dose activity change, negative = inhibition, hits mostly inhibitors; 0.56% of 390,000 active; AID 540317; further: potency means the concentration at half of the fitted maximal effect; nearly all actives have a fitted effect of over 70% in size; inactives centre near 23
Target sequence (P83916 whole entry, looked up): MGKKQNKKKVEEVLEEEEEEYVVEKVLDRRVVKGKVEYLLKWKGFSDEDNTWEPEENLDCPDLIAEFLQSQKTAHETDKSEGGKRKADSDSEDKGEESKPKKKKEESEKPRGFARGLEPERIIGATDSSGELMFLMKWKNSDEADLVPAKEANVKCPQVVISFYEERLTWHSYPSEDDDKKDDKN
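Compound inhibition of the preformed complex between 50 nM HP1-beta and 50 nM biotinylated H3K9me3 peptide was read by AlphaScreen. Buffer was PBS pH 7.4 with 0.01% Tween-20. Incubations ran 30 min at room temperature, with 10 ug/mL donor/acceptor beads.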
BAZ2B block: blocks human BAZ2B; Q9UIF8; AlphaScreen BAZ2B-H3K14Ac peptide displacement; Potency, µM (series often up to 114 µM), for inactives: at the top dose activity change, negative = inhibition, actives largely listed as inhibitors; 4.4% of 360,000 active; AID 504333; further: potency means the concentration at half of the fitted maximal effect; on the % scale 0 is the no-effect control and ±100 the full control effect; nearly all actives have a fitted effect of over 60% in size
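AlphaScreen luminescence quantifies BAZ2B engagement of H3K14Ac peptide; the protein and biotinylated peptide are both at 50 nM final, buffer PBS pH 7.4 with 0.01% Tween-20, all steps at room temperature.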
JMJD2A Tudor inh: inhibitors of human JMJD2A Tudor domain; 4.4% of 390,000 active; AlphaScreen JMJD2A-Tudor / H3K4me3 peptide binding; Potency, µM (titrated, usually from 114 µM), for the others: at the top dose activity change, negative = inhibition, usual class: inhibitors; further: potency means the concentration at half of the fitted maximal effect; on the % scale 0 is the no-effect control and ±100 the full control effect; nearly all actives have a fitted effect of over 50% in size
GLS inhibitor: inhibitors of human glutaminase (GLS). 0.21% of 410,000 active. O94925. AID 624170. GLS enzymatic activity, qHTS titration. Potency, µM (highest dose often 45.5 µM), inactives show top-dose activity change, negative = inhibition, most hits filed as inhibitors; further: potency means the concentration at half of the fitted maximal effect; on the % scale 0 is the no-effect control and ±100 the full control effect
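Coupled fluorescence readout: glutamate oxidase/HRP/Amplex Red detect glutamate formed by hKGA from L-glutamine (1 mM solution added). Buffer 45 mM KH2PO4 pH 8.2, 0.02% Tween-20; reads at t0 and 30 min RT.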
An asterisk follows results filed as active; i = inactive; ? = inconclusive; / = not tested or not shown; & = joins results of further samples; [ ] = another dose, or the depositor's remark. Unless noted, the call rests on the fitted dose curve; in most records, active means well fitted curve in the direction sought with a large enough effect; inconclusive means small, poorly fitted or top-dose-only effect, or another doubt; inactive means no such curve, though single readings can be large; an effect the other way counts as inactive or inconclusive.

Fields: ERG-DNA inh	PGK inhibitor	G9a inh	Pin1 inhibitor	PI4K2A inh	HP1b binding inh	BAZ2B block	JMJD2A Tudor inh	GLS inhibitor
CNC(=O)C(=O)NCC1OCCCN1S(=O)(=O)c1ccc(F)cc1C (stereo unspecified)
→ -2%	-5%	19%	-2%	0	14%	-2%	-2%	7%
COc1cc(OC)c(C(=O)N(CCc2ccccc2)Cc2ccccc2)cc1OC
→ 16%	0%	23%	-9%	-2	-1%	-34%	-32%	-4%
NS(=O)(=O)c1ccc(CNC(=S)NC2CCCCC2)cc1
→ -1%	3%	?	3%	3	33%	0%	-9%	2%
CC(C)c1ccc(N(C(=O)c2csnn2)C(C(=O)NC(C)(C)C)c2cccnc2)cc1 (stereo unspecified)
→ -16%	-7%	8%	5%	6	23%	9%	-17%	0%
Clc1ccc(C=Cc2ccccn2)cc1
→ 7%	-6%	/	-5%	-10	31%[57 µM]	/	23%	0%
O=C(COc1ccc(Cl)cc1)N1CCN(S(=O)(=O)c2ccc(Cl)cc2)CC1
→ 1%	-12%	-3%[12.7 µM]	1%	7	49%[activator]	-5%	-2%	-5%
O=C(Nc1ccccc1)c1ccc2c(c1)CCN2S(=O)(=O)c1ccccc1
→ -6%	0%	38%	13%	-5	12%[57 µM]	-8%	-12%	-3%
Cc1cc(/C=c2\sc3nc4ccccc4n3c2=O)c(C)n1-c1ccc(C(=O)O)cc1
→ 2%	-12%	25µM*	0%	-1	-17%	?	-23%	-4%
Cc1ccc(CN2C(=O)CCC2C(=O)NCc2ccccc2Cl)cc1 (stereo unspecified)
→ -10%	-9%	-30%	3%	0	52%[activator]	-9%	7%	-4%
OC(CSc1c(Cl)cccc1Cl)CN1CCN(c2ccccc2F)CC1 (stereo unspecified)
→ -20%	0%	4%[59 µM]	1%	0	47%[activator]	-1%	-12%	3%
CC(C)CCn1c(CN2CCN(Cc3ccccc3)CC2)nc2c1c(=O)[nH]c(=O)n2C
→ 5%	-2%	?	-3%	-2	12%	-8%	-24%	-15%
CC(C)(C)NC(=O)C(OC(=O)c1cccs1)c1ccc(C#N)cc1 (stereo unspecified)
→ 0%	i	-5%[12.7 µM]	-5%	4	26%	-10%	1%	-5%
CCn1nc(C)c(/C=N/NC(=O)Cn2nnnc2N)c1C
→ 10%	-4%	0%	5%	0	27%	-16%	-18%	-6%
Cc1ccc(C)c(S(=O)(=O)N(C)C2CCS(=O)(=O)C2)c1 (stereo unspecified)
→ 10%	-3%	6%[0.501 µM]	-1%	-1	38%	-2%	16%	-13%
CCCCN(CC)C(=O)c1cc2cc3ccc(OC)cc3nc2o1
→ -1%	-3%	-8%[59 µM]	4%	4	56%[activator]	13%	9%	5%
COc1ccc(N2CCN(C(=O)CSc3nc4ccccc4nc3Cc3ccc(Cl)cc3)CC2)cc1
→ 1%	-9%	?	-1%	-2	?	?	?	9%
CC(C)C1S/C(=N/N=C/c2ccco2)NC1=O (stereo unspecified)
→ /	3%	-7%[2.33 µM]	-6%	-4	28%	-2%	-24%	2%
O=C(Nc1ccc2nc(-c3ccco3)c(-c3ccco3)nc2c1)NC1CC1
→ 2%	?	?	/	?	35µM*	11µM*	20µM*	86%[activator]
COc1ccc(C(=O)NCC(=O)N2CCN(C(=O)c3ccco3)CC2)cc1[N+](=O)[O-]
→ 1%	-13%	/	-2%	-3	30%[57 µM]	/	-5%	5%
Cc1ccc(S(=O)(=O)Nc2cccc(C(=O)NCC(c3ccc(F)cc3)N3CCOCC3)c2)cc1 (stereo unspecified)
→ -15%	0%	/	-1%	2	36%	/	-17%	6%
NC(=O)CSc1oc(-c2ccc(F)cc2)nc1S(=O)(=O)c1ccccc1
→ -5%	3%	?	5%	-11	11%	0%	-22%	-3%
CCn1c(SCc2nc3ccccc3c(=O)[nH]2)nnc1C(C)NC(=O)c1ccccc1F (stereo unspecified)
→ -10%	2%	18%	-1%	2	22%	-17%	-7%	-3%
Cc1onc(-c2ccccc2Cl)c1C(=O)Nc1sc2c(c1C(N)=O)CCC(C)C2 (stereo unspecified)
→ -3%	0%	?	41%[activator]	4	-5%	-2%	?	6%
N#CC(=C=[N-])c1nc2ccccc2nc1-[n+]1ccccc1
→ 2%&-11%	10%	?	14%&6%	-7&-1	-17%&27%	-17%&-31%	-19%[57.1 µM]	13%&-3%
Cc1cc(C(F)F)n2ncc(C(=O)NCCc3ccccc3Cl)c2n1
→ -1%	-7%	5%[59 µM]	-8%	-11	24%	-5%	-9%	7%
Cc1ccc2occ(CC(=O)Nc3ccc(S(N)(=O)=O)cc3)c2c1
→ -3%	-7%	-8%[59 µM]	0%	-1	13%	-11%	-28%	0%
CCOC(=O)c1nc(N2CCN(c3ccc(F)cc3)CC2)c2c(C)noc2n1
→ -8%	11%	-6%[59 µM]	-1%	-5	15%[57 µM]	-8%	-22%	1%
CCOc1ccc(CCNC(=O)Cn2nc(-c3ccc(C)cc3)ccc2=O)cc1OCC
→ 1%	3%	1%[59 µM]	-1%	10	4%	-10%	-26%	1%
CCCN(CC(=O)Nc1ccccc1C)C(=O)c1ccc(N2CCOCC2)c([N+](=O)[O-])c1
→ 5%	i	26%[12.7 µM]	4%	-1	12%	6%	-8%	20%
Cc1ccc2oc(C(=O)N(Cc3ccncc3)CC3CCCO3)c(C)c2c1 (stereo unspecified)
→ 8%	-3%	?	-8%	0	24%	-19%	-9%	3%

Reprinted from the part before: 2 entries; new compounds follow.
Fields: ERG-DNA inh	PGK inhibitor	G9a inh	Pin1 inhibitor	PI4K2A inh	HP1b binding inh	BAZ2B block	JMJD2A Tudor inh	GLS inhibitor
CCCN(CC(=O)Nc1ccccc1C)C(=O)c1ccc(N2CCOCC2)c([N+](=O)[O-])c1
→ 5%	i	26%[12.7 µM]	4%	-1	12%	6%	-8%	20%
Cc1ccc2oc(C(=O)N(Cc3ccncc3)CC3CCCO3)c(C)c2c1 (stereo unspecified)
→ 8%	-3%	?	-8%	0	24%	-19%	-9%	3%
O=C(O)c1cc(-c2ccc(Cl)s2)nc2ccccc12
→ 5%	-9%	?	2%	0	24%	/	-11%	1%
CCOC(=O)C(C)Sc1nc(-c2ccco2)cc(C(F)(F)F)c1C#N (stereo unspecified)
→ -2%	0%	40µM*	41%[activator]	9	47%[activator]	19%	-10%	-1%
O=C(COc1ccc([N+](=O)[O-])cc1Cl)Nc1ccc2[nH]c(=O)[nH]c2c1
→ 18%	i	/	?	-2	14%[57 µM]	/	-21%	-11%
COc1cccc(NC2SC(=O)N(c3ccccc3)C2=O)c1 (stereo unspecified)
→ -8%	-2%	-9%	-3%	-23	9%	6%	-12%	11%
COC(=O)C1=C(C)Nc2nc(SCc3ccccc3)[nH]c(=O)c2C1c1cccs1 (stereo unspecified)
→ -4%	4%	14%	12%	-1	52%[activator]	-3%	-21%	0%
CCC(C)Oc1cccc(OCCCCN2C(=O)NC(C)(C)C2=O)c1 (stereo unspecified)
→ 1%	6%	17%[12.7 µM]	4%	-7	20%	0%	5%	6%
O=C1CCC(C(=O)N2CCCCO2)CN1Cc1cccc(F)c1 (stereo unspecified)
→ 8%	i	18%	-2%	-3	26%	2%	-14%	2%
CC(C(=O)NCc1ccccc1)N1C(=O)c2ccccc2C1=O (stereo unspecified)
→ -4%	-4%	/	-4%	0	45%[activator]	2%	3%	2%
COc1ccc(CNC(=O)c2nn(C)c3c2CSc2ccccc2-3)cc1
→ -2%	-7%	-30%[59 µM]	-3%	10	17%	-1%	-10%	4%
COc1cc2ncc3c(-c4ccc(C)cc4)nn(-c4ccc(F)cc4F)c3c2cc1OC
→ -2%	-5%	9%[12.7 µM]	-7%	2	-6%	-23%	-26%	3%
O=C(Nc1ccc(Cl)cc1)c1csc(Cc2ccccc2)n1
→ 7%	-8%	129%[activator]	-6%	-3	38%	38%	-5%	3%
COc1ccc2c(C)cc(SCc3c(C)noc3C)nc2c1
→ 2%	-4%	11%[12.7 µM]	15%	12	93%[activator]	26%	55%[activator]	-6%
Cc1ccc(NC(=O)CCn2cnc3onc(-c4ccc(F)cc4)c3c2=O)c(Br)c1
→ 0%	-5%	2%[59 µM]	4%	5	45%[activator]	9%[57.1 µM]	3%	-10%
CCOC(=O)N1CCN(Cc2nc3ccc([N+](=O)[O-])cc3c(=O)n2-c2ccc(OC)cc2OC)CC1
→ 16%	-2%	?	-7%	-2	?	-20%	-29%	2%
CC1(CCc2ccccc2)NC(=S)N(c2ccccc2)N1 (stereo unspecified)
→ 10%	-4%	10µM*	6%	-7	28%	50µM*	?	11%
COc1ccc(NC(=O)CCC(=O)OCC(=O)c2ccc(Oc3ccc([N+](=O)[O-])cc3)cc2)cc1
→ 7%	i	12%	1%	2	9%	-4%	-7%	5%
O=C(c1ccccc1)c1ccccc1C(=O)N1CCN(C(=O)c2ccccc2)CC1
→ 4%	i	-36%	-1%	2	-20%	-19%	-11%	0%
O=C(COC(=O)C12CC3CC(CC(C3)C1)C2)Nc1ncc(Cl)cc1Cl
→ -7%	-1%	7%[12.7 µM]	-6%	-5	13%	-33%	-17%	2%
Cc1cc2c(cc1S(=O)(=O)N1CCCC1)n(C)c(=O)c(=O)n2C
→ 1%	-9%	7%	-6%	-8	30%	10%	-11%	-7%
COc1cccc(C(=O)Nc2cc(C(=O)NCc3ccc(C)cc3)ccc2N2CCC3(CC2)CC(c2ccccc2)=NO3)c1
→ 3%	-7%	/	14%	1	54%[activator]	18%[57.1 µM]	-7%	-1%
CCC(C)N1CCN(S(=O)(=O)c2ccc(NC(C)=O)cc2)CC1 (stereo unspecified)
→ -11%	i	20µM*	-1%	-2	?	56µM*	22µM*	-1%
